# mcGAS MS inh: mouse cGAS inhibition by mass spec; Q8C6L5; recombinant mouse cGAS, cGAMP by RapidFire MS; inhibition, % at 12.5 µM; 0.18% of 130,000 active;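 active = inhibition of cGAS enzyme activity at or above 60%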;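 note: enzyme stimulated by 45 bp dsDNA with ATP and GTP substrates; cGAMP share of summed cGAMP plus half ATP and half GTP signals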
# Target sequence (Q8C6L5 whole entry, looked up): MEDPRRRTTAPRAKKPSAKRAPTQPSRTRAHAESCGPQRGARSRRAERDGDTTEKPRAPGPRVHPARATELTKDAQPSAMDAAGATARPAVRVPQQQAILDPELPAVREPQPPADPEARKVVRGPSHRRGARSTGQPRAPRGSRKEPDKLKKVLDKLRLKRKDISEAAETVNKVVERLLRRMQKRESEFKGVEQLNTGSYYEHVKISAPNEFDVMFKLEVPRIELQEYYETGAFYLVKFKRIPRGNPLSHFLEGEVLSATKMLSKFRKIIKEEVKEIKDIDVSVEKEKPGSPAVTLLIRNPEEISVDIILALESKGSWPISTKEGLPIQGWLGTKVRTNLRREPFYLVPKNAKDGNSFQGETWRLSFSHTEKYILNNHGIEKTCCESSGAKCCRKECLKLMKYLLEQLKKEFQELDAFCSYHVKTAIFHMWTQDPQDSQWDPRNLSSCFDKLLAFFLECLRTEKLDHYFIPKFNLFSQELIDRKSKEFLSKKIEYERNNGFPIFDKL
# * hit, by the source's call; & = joins results of further samples. Only part of the results is shown; count on the stated rates, not on these rows.
SMILES,mcGAS MS inh
CC(C(=O)Nc1nccs1)N1CCC2(CC1)Nc1ccccc1NC2=O (centres undefined),-9.6
CCC(CC)C(=O)Nc1cccc(/C(C)=N\NC(=O)Cc2ccc(Cl)cc2)c1,-12.8
CCCCN(C(=O)c1ccoc1C)c1cccc(I)c1,1.6
CC(C)(C)NC(=O)NC(=O)COC(=O)C1c2ccccc2Oc2ccccc21,-4.2
Cc1cccc(C(=O)N2CCc3c([nH]c4ccccc34)C2c2ccccc2F)c1 (centres undefined),2.9
CCOC(=O)C1(C)CCCN1C(=O)c1csnn1 (centres undefined),-5.1
CCOc1cc(C(=O)Nc2cccc3c2C(=O)c2ccccc2C3=O)cc(OCC)c1OCC,-1.9
Cc1ccc(CN(C)Cc2ccc(C#CC(C)(C)O)s2)o1,-26.7
Cc1cccc(CN(Cc2ccccc2)C(=O)c2cnc(N)nc2C)n1,-13.4
CC1(C(=O)NS(=O)(=O)c2ccc(Cl)s2)CCN1C(=O)Cc1ccccc1Cl (centres undefined),-3.4
COc1ccccc1N1CCN(C(=O)c2c(Cl)cccc2Cl)CC1,-1.7
Cc1cc(S(=O)(=O)NCC(C)Cn2cccn2)cnc1Cl (centres undefined),-14.1
O=C(c1cn(Cc2cccc3ccccc23)nn1)N1CCN(C(=O)c2cccs2)CC1,-13.3
CN(C)CC1CCN(C(=O)/C=C/c2ccc(Cl)c(Cl)c2)C1 (centres undefined),7.2
Nc1nc(C2CC2)c(Cc2ccccc2F)s1,-0.5
CC1CCN(C(=O)Cn2cnc3c(nnn3Cc3ccc(F)cc3)c2=O)CC1,6.5
CC(NC(=O)CN1CCCCCC1=O)c1cccc(Cl)c1 (centres undefined),-2.1
Cc1ccc(-c2ccc(SCC(N)=O)nn2)cc1C,-9.4
N#Cc1ccc(OCC(=O)N(Cc2nc3ccccc3c(=O)[nH]2)CC2CCCO2)cc1 (centres undefined),-1.8
CC(C)CC(C(=O)O)N1C(=O)C2C3C=CC(C3)C2C1=O (centres undefined),-11.3
CSCCCn1cnc(-c2ccccc2)c1-c1cnc(C(C)C)nc1,-12.0
CCn1nc(C)cc1C(=O)N1CCCC(C(=O)Nc2ccc(-c3ccco3)cc2)C1 (centres undefined),-4.2&-4.0
COCCNCc1c(-c2ccccc2)noc1N1CCC(C)CC1,-10.3
Cc1cc(C)cc(N2CC(C(=O)OCC(=O)Nc3ccc(F)cc3)CC2=O)c1 (centres undefined),-3.9
Cc1nc(C)c2c(c1C(F)(F)F)-c1ccccc1C2(F)F,-2.4
CCOC(=O)C1(Cc2cccc(OC)c2)CCCN(C(=O)c2ccc(OC)o2)C1 (centres undefined),-8.6
O=C(CN1CCN(CC2CCCO2)CC1)NCCc1ccc(Cl)cc1 (centres undefined),-14.5
CCOC(=O)Cn1c(CN2CCOCC2)nc2c1c(=O)[nH]c(=O)n2C,2.0
COc1cccc(Cn2c(=O)c(C(=O)O)nn(-c3cccc(Cl)c3)c2=O)c1,-5.7
COCCNC(=O)Cn1c(CO)cnc1SCC(=O)Nc1ccc(C(F)(F)F)cc1,-5.9

# 3 of the entries above in order of the mcGAS MS inh value, largest number first.
SMILES	mcGAS MS inh
CCOC(=O)Cn1c(CN2CCOCC2)nc2c1c(=O)[nH]c(=O)n2C	2.0
CCOC(=O)C1(Cc2cccc(OC)c2)CCCN(C(=O)c2ccc(OC)o2)C1 (centres undefined)	-8.6
CC(C)CC(C(=O)O)N1C(=O)C2C3C=CC(C3)C2C1=O (centres undefined)	-11.3

# Next records
SMILES,mcGAS MS inh
CCn1c(CC2CCNCC2)nn(CCOc2ccc(F)cc2)c1=O,7.9
CCCN1CCC(N[C@H]2C[C@@H](C(=O)N3CCc4cc(OC)c(OC)cc4C3)N(Cc3ccc4ccccc4c3)C2)CC1,-7.8
COc1ccc(NC(=O)c2sc(=O)n(Cc3cc(Cl)ccc3OC)c2C)cc1,-3.8
CN(Cc1ccn[nH]1)C(=O)c1coc(COc2cccc(F)c2F)n1,-3.2
O=C(Nc1cccc(-c2cn3cccnc3n2)c1)c1ccc(C(F)(F)F)cc1,6.2
COc1ccc(-c2ncc(CN3CCN(CCC(C)C)C(CCO)C3)cn2)cc1 (centres undefined),-5.2
COc1cc(F)c(S(=O)(=O)N(C)c2cnn(C)c2)cc1OC,2.5
Cc1ccc(OC(C)C(=O)NC2CCC(C)CC2)cc1 (centres undefined),1.1
c1ccc2c(c1)ncn1nc(CN3CCCCC3)nc21,-4.9
CC1Oc2ccc(C#N)cc2N(Cc2ccc(F)c(Cl)c2)C1=O (centres undefined),-2.9
COc1ccc(-c2cc(NC(=O)C3CC3)ccc2OC)cc1,-9.0
CC(=O)CN1C(=O)CC(C)N(C(C)=O)c2ccccc21 (centres undefined),-6.6
CC1CCCC(C)N1C(=O)Cn1cnc2sc3c(c2c1=O)CCC3 (centres undefined),-2.4
CS(=O)(=O)N1CCCC1C(=O)Nc1nnc(-c2cc3ccccc3o2)o1 (centres undefined),10.6
Cc1nn(C)c(C)c1/C=C/c1nc2ccccc2c(=O)[nH]1,-8.9
Cc1nc(NC(=O)c2csc(-c3cc4ccccc4[nH]3)n2)sc1C(=O)N(C)C,0.3
O=C(c1cn[nH]n1)N1CCC(c2c(-c3ccccc3)[nH]c3ccccc23)CC1,-12.8
CC(NC(C)C1CC2CCC1C2)C(=O)N(C)Cc1cccc(F)c1 (centres undefined),-1.3
O=C(CC1Sc2ccc(Cl)cc2NC1=O)NC1CCOc2ccccc21 (centres undefined),2.2
Cc1c(C(=O)NCc2ccc([N+](=O)[O-])cc2)sc(=O)n1Cc1ccc(-c2ccccc2)cc1,-7.2
CCCCCn1c(N2CCN(Cc3ccc(Cl)cc3)CC2)nc2c1c(=O)[nH]c(=O)n2C,-3.3
Cc1ccnn1CCC(=O)N1CCCC(N2CCN(c3cccc(Cl)c3)CC2)C1 (centres undefined),-4.1
CC(=O)N(CC(C)C)CC1CN(Cc2ccccc2[N+](=O)[O-])CC1c1cccc(F)c1 (centres undefined),-6.6
Cc1cscc1S(=O)(=O)c1ccccc1,-12.3
Nc1cn2c(=O)c3ccccc3[nH]c2c1-[n+]1ccccc1,-6.9
CC(NC(=O)C1COc2ccccc21)C1(N2CCOCC2)CCCC1 (centres undefined),-17.0
COc1cccc(C(=O)NCC2CCCN(Cc3cccnc3)C2)c1OC (centres undefined),-5.1
C=CCn1c(=O)c2c(nc3n(-c4ccc(OCC)cc4)c(C)cn23)n(C)c1=O,-5.3
O=c1c2cnc3nc(-c4ccccc4)nn3c2ccn1Cc1ccco1,-5.9
O=C(c1cnc2ccccn2c1=O)N1CCCC(N2CCN(c3ccc(F)cc3)CC2)C1 (centres undefined),-6.3
C=C(C)Cn1c(Sc2ccccc2)nc2c1c(=O)[nH]c(=O)n2C,-5.7
c1cncc(-c2nnc(SCc3cccc4ccccc34)o2)c1,12.8
Cn1nnnc1SCCNC[C@]1(O)CCCN2CCCC[C@@H]21,-8.5
CC(C)CC(=O)Nc1ccc(-c2csc(N3CCOCC3)n2)cc1,-10.1
CCN1CCc2c(sc(NC(=O)c3cc(C)no3)c2-c2nc3ccccc3s2)C1,-4.2
O=c1c(-c2cccc3ccccc23)[n+]([O-])c2ccccc2n1OCc1cccc(F)c1,-4.8
O=C(O)c1ccccc1N=Nc1c(O)[nH]c2ccc(F)cc12,25.8
CC(C)N1CCC(C)(C(=O)Nc2cc(C3CC3)nn2C)C1 (centres undefined),-7.3
COc1ccc2c(C)c(C(=O)N3CCN(S(=O)(=O)C4CC4)CC3)oc2c1,-2.2
COCCn1c(C)cc(O)c(C(c2ccccc2)N2CCN(CCO)CC2)c1=O (centres undefined),-5.3
O=[N+]([O-])c1cc(N=Cc2cccnc2)cc2ccc3ccccc3c12,48.3
CN=c1scc(-c2ccc(O)cc2O)n1/N=C\c1ccc(C)o1,-12.7
CCN(C(=O)c1cc(Br)ccc1O)C1CC1,0.6
O=C(c1ccc2ncccc2c1)N1CCCC2(CCc3ccccc32)C1 (centres undefined),-3.5
CCOC(=O)C(OC(=O)Cc1cccc(C)c1)c1cccnc1 (centres undefined),-7.3

# Pulled by structure from the list above, two records:
SMILES,mcGAS MS inh
N#Cc1ccc(OCC(=O)N(Cc2nc3ccccc3c(=O)[nH]2)CC2CCCO2)cc1 (centres undefined),-1.8
Cc1cscc1S(=O)(=O)c1ccccc1,-12.3

# Next part:
SMILES,mcGAS MS inh
CCOC(=O)c1nn(-c2ccc(F)cc2)c(=O)cc1N1CCCC(C)C1 (centres undefined),-7.4
O=[N+]([O-])c1ccc(Nc2ccc(Cl)c(Cl)c2)c2cccnc12,-0.3
COc1cccc(C2CCN(C(=O)c3cn(C4CCCCC4)nn3)C2)c1OC (centres undefined),-9.4
CC1(c2ccc(Cl)cc2)NC(=O)N(CC(=O)NCCc2ccc(F)cc2)C1=O (centres undefined),-3.9
CC(=O)Nc1ccc(C(=S)NCc2ccccc2)cc1,11.6
CC(NC(=O)/C=C/c1ccc(Br)cc1)c1ccccc1 (centres undefined),-2.3
COc1ccc(O)c(C(=O)c2cnn(-c3ccc(C)cc3C)c2)c1,-1.0
CCC1Oc2ccc(N)cc2CN(CCc2ccc(OC)c(OC)c2)C1=O (centres undefined),-2.6
O=C(NCC(F)(F)F)c1ccc2c(=O)[nH]c(=S)[nH]c2c1,6.1
O=C(O)C=CC(=O)N1CCN(C(=O)C=CC(=O)O)CC1,-1.3
Cn1nnc2c(N3CCN(C(=O)CCc4ccccc4)CC3)ncnc21,-0.8
COC(=O)[C@@H](NCC(=O)Nc1ccc(C)cc1C)c1ccccc1,-37.4
CS(=O)(=O)CS(=O)(=O)C(F)(F)F,-13.8
O=C(NCC(O)c1ccc(Cl)cc1)c1ccc[nH]c1=S (centres undefined),-2.9
CC(C)CCn1c(N2CCCCC2)nc2c1c(=O)n(C)c(=O)n2C,-7.6
Cc1c(/C=N\N2CCOCC2)cc(C#N)n1C,-5.8
Cc1cc(C)n(C)c(=O)c1C(=O)N1CCCC(CCc2ccc(F)c(F)c2)C1 (centres undefined),6.3
CC1(C)CN=C(N2CCN(Cc3cscn3)CC2)S1,4.2
CN(CCOc1ccccc1)C(=O)c1cnn(CCN2CCCCC2)c1,-8.3
Cc1ccc(NC2=C(n3nnc4ccccc43)C(=O)c3ccccc3C2=O)cc1,-8.4
CNc1cc(-c2ccccc2O)ncn1,2.9
CCOc1ccc(C(=O)Nc2cc(-c3cccs3)nn2-c2nc(C)cc(=O)[nH]2)cc1,2.7
Cc1ccc(-c2nc(C=Nc3ccc(O)cc3)c(O)o2)cc1,-9.8
O=c1[nH]c(=O)c2nc3nn(-c4ccccc4)nc3nc2[nH]1,19.9
O=C(c1coc(CN2CCN(C/C=C/c3ccccc3)CC2)n1)N1C[C@H]2CC[C@H]1C2,1.9
CC(C)Cc1ccc(CN2CCC(N3CCCC3=O)CC2)s1,-5.5
CCN1CCN(C(c2ccc(Cl)cc2)c2c(O)cc(C)n(Cc3ccc(OC)cc3)c2=O)CC1 (centres undefined),-5.9
CC(=O)c1cn(CC(=O)Nc2cnc3n2CCCC3)c2ccccc12,-16.3
CC(C)CNC(=O)C(C)OC(=O)CCc1ccc(-c2ccccc2)o1 (centres undefined),-9.4
Nc1nc(N)c2ncc(Cc3ccccc3)nc2n1,-9.6
CCc1ccc(CN2CCCC(C(=O)Nc3ccccc3Oc3cccnc3)C2)o1 (centres undefined),2.9
CC(C)(O)C#Cc1cccc(C(=O)NCC2OCCc3ccccc32)c1 (centres undefined),-3.1
CCn1cccc(-c2nnc(SCC(=O)c3ccc(Cl)cc3)n2C)c1=O,-6.0
CCc1nc(-n2ccc3c(cnc4c(-c5ccc(F)cc5)c(C)nn43)c2=O)n[nH]1,-8.2
Cc1cc(C)c(C(=O)N2CCCC(CNS(=O)(=O)c3cccs3)C2)o1 (centres undefined),-4.9&3.2
COc1ccc(CNC(=O)c2sc(=O)n(Cc3cccc(F)c3)c2C)cc1,0.8
CCN(CCc1ccncc1)S(=O)(=O)c1ccc(N2C(=O)CCS2(=O)=O)cc1C,2.2
c1csc(-c2noc(CSc3ncnc4sccc34)n2)c1,-1.2
OC1CCN(c2ccnc(N3CCc4onc(-c5cccc(F)c5)c4C3)n2)C1 (centres undefined),-6.9
COc1ccc(S(=O)(=O)NC(=O)C2(C)CCN2C(=O)COc2ccc(Cl)cc2)cc1 (centres undefined),-6.4
O=S(=O)(NCCc1nc(Cc2ccccc2)no1)NCc1ccccc1,11.9
CCCn1ccnc1-c1c(-c2ccccc2)ncn1Cc1c(C)noc1C,-31.8
Cc1ccc(SC2CCN(Cc3nc(Cc4ccccc4F)no3)CC2)cc1,-5.4
Fc1ccc(Nc2nc3ccccc3n3nnnc23)cc1,-10.4
CCOC(=O)C1(CCOC)CCCN(Cc2cnc(SC)nc2)C1 (centres undefined),-12.7
Cc1cc(C)c(CNC(=O)N2CCCC(N3CCCC3=O)C2)c(C)c1 (centres undefined),-13.3
CCSc1nnc(NC(=O)c2ccc(=O)n(C)n2)s1,2.0
CCNC(=O)C1(C)CCN(Cc2cccc3ccccc23)C1 (centres undefined),-7.2
OCCN1CCN(Cc2nc3c(F)cccc3[nH]2)CC1,-9.0
CCc1c(C)sc(NC(=S)Nc2cnn(CC)c2C(N)=O)c1C(=O)OC,3.4
Cc1nn(CC(=O)N2CCC(C)CC2)c(=O)c(C#N)c1C,-6.4
Cc1nn(-c2ccc(F)cc2)c(C)c1CN1CCCC(N2CCOCC2)C1 (centres undefined),-15.9
COc1ccc(OC)c2[nH]c(=O)[nH]c12,0.8
Nc1c(C(=O)CSc2nnc(C3CCS(=O)(=O)C3)o2)c(=O)[nH]c(=O)n1C1CC1 (centres undefined),1.6
COC(=O)c1ccc(C=NNC(=O)CCn2cnc3ccccc32)cc1,1.0
Cc1ccc(-n2nc(C)c3c(=O)cc(C)[nH]c32)c(C)c1,9.7
N#Cc1ccccc1CN1CCC(Oc2ccccn2)CC1,-6.3
